PPARg SRC-1 ag = PPARgamma agonists recruiting SRC-1 coactivator, primary screen, biochemical. PPARgamma-SRC-1 coactivator recruitment biochemical assay. activation, % at 8 µM. hit rate 0.41% among 200,000. AID 631, 2007; in the data active = activation above about 19%;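 note: 0% = DMSO and 100% = reference agonist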
Target sequence (P37231 whole entry, looked up): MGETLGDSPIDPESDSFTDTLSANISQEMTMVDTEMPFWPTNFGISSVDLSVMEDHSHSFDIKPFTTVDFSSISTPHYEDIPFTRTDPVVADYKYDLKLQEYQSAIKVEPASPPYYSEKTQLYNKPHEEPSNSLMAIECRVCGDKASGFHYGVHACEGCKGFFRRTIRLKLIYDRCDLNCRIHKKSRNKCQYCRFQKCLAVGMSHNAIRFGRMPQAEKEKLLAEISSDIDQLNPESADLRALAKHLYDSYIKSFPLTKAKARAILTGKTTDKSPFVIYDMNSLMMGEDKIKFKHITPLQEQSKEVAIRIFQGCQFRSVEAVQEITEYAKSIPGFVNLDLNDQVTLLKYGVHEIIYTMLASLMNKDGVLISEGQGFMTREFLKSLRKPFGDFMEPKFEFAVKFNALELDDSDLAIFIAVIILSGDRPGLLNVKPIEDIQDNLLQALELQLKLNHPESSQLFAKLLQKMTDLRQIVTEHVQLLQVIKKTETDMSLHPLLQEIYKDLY
bIAP activator = bovine intestinal alkaline phosphatase activators, primary screen, biochemical, bovine IAP, CDP-star luminescence; activation factor at 20 µM; purified bovine IAP, 30 min; stronger effect = higher value; fold of DMSO-control signal, blank-subtracted; hit rate 0.17% among 200,000;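 active = activation factor of 2 or more at 20 µM, a signal rise over negative controls twice the positive control's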
PPARg SRC3 recr = PPARgamma agonists recruiting SRC-3 coactivator, primary screen, biochemical. Peroxisome proliferator-activated receptor gamma (Homo sapiens), P37231. biochemical PPARgamma/SRC-3 coactivator recruitment assay. activation, % at 8 µM. hit rate 0.26% among 200,000. AID 731, 2007; in the data active = activation above about 23%;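 note: 0% = DMSO and 100% = reference agonist; some compounds past the cut are filed as inactive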
STAT3 inh = IL-6 driven STAT3 reporter inhibitors, primary screen, U3A cells, luciferase, luminescence, MLSCN library. IL-6 STAT3-luciferase reporter; host cell line lacks STAT1. inhibition, % at 5.5 µM. hit rate 0.89% among 190,000. AID 862, 2007;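 active = inhibition above the mean inhibition across all screened compounds plus 3 SD, cut at about 44% in these data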;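 note: 0% = DMSO only wells and 100% = 100 µM nifuroxazide control wells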
STAT3 activator = IL-6 driven STAT3 reporter potentiators, primary screen, U3A cells, luciferase, luminescence, MLSCN library | activation (% of control), % at 5.6 µM | hit rate 0.91% among 190,000 | IL-6 STAT3-luciferase reporter; 100% = signal with IL-6 EC80 alone;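 active = activation above the screen-wide mean of compound activation plus 3 SD, cut at about 130% in these data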;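 note: 0% = background luminescence of wells with medium and substrate only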
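system = STAT3-luciferase reporter U3A cells | reagent = IL-6 stimulus at 33 ng/mL final | timing = 1 h compound pre-exposure, 6 h IL-6 stimulation, 37 °C | measured by = luminescence | evaluation = % activation versus median of IL-6-stimulated wells | control set = IL-6-only wells as 100% reference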
PPARg SRC2 recr = agonists of PPARg-SRC-2 recruitment, primary screen, biochemical, HTS; Peroxisome proliferator-activated receptor gamma (Homo sapiens), P37231; PPARgamma LBD-SRC-2 recruitment; activation, % at 8 µM; hit rate 0.34% among 200,000; AID 1032, 2008; in the data active = activation above about 22%;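 note: 0% = vehicle and 100% = reference agonist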
bIAP inh = bovine intestinal alkaline phosphatase inhibitors, primary screen, selectivity assay for TNAP inhibitor project, biochemical, bovine IAP, CDP-star luminescence; purified bovine IAP, 30 min; inhibition, % at 20 µM; alkaline phosphatase, intestinal [Bos taurus]; 190,000 tested, under 10 active;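 active = over 50% inhibition of intestinal alkaline phosphatase at 20 µM in the single-dose screen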
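test system = bovine IAP enzyme | medium = DEA buffer 100 mM, pH 9.8, with MgCl2 1.0 mM, ZnCl2 0.02 mM | detection = luminescence | dosing = single compound dose of 20 µM, 2% DMSO final | incubation = 30 min reaction at room temperature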
TR-FRET SRC-2 ct = TR-FRET signal artefacts, primary screen, artefact control for PPARgamma SRC-2 agonist project, biochemical | TR-FRET ratio at 8 µM | hit rate 0.4% among 200,000 | TR-FRET artefact counter-screen; stronger effect = higher value; in the data active = TR-FRET ratio above about 2000; note: inactives centre near 1500
ROMK mod = ROMK potassium channel modulators, primary screen, cell-based, thallium flux, MLSMR library | ATP-sensitive inward rectifier potassium channel 1 (Homo sapiens), P48048 | Tet-inducible ROMK, thallium flux fluorescence; actives lie on both sides | B-score at 10 µM | hit rate 2% among 130,000;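 active = signal ratio slope over the read window, or its plate-corrected B-score, at least 3 SD from the plate mean, either direction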;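 note: B-score of the F/F0 ratio slope over 7 to 12 s after thallium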
TNAP act hiacc = TNAP activators at high phosphate acceptor level, primary screen, biochemical, luminescence, uHTS. Alkaline phosphatase, tissue-nonspecific isozyme (Homo sapiens), P05186. purified TNAP, CDP-star luminescence, 1 M DEA, 30 min; stronger effect = higher value; 0 = EDTA background, 1 = DMSO-only activity. activation factor at 20 µM. 200,000 tested, under 10 active. AID 1136, 2008;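 active = activation factor at least 2 at 20 µM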
Target sequence (P05186 whole entry, looked up): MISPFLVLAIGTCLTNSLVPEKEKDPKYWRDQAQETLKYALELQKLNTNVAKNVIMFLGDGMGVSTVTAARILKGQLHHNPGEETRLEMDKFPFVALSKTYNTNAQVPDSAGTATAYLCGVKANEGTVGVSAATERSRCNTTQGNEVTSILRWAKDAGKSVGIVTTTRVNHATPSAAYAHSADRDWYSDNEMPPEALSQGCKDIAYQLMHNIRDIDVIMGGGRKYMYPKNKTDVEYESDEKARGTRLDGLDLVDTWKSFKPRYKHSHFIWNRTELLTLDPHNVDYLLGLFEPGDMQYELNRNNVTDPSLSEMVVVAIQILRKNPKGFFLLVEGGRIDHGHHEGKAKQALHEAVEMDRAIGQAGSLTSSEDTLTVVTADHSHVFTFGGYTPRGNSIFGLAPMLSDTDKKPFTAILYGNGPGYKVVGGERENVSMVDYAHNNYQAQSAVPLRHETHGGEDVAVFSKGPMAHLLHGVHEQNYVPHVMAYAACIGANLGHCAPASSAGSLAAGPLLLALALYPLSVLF
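Test system – human TNAP · Doses – 20 µM single point · Incubation – 30 min, room temperature · Signal – luminescent substrate turnover signal · Read-out basis – activation factor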
STAT1 inh = STAT1 signaling inhibitors, primary screen, cell-based, HTS, luciferase reporter. NIH 3T3 STAT1-luciferase reporter, IFN-gamma, luminescence. inhibition, % at 5.5 µM. hit rate 0.35% among 200,000. AID 920, 2007;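 active = inhibition above a set limit, the mean inhibition across all tested compounds plus 3 SD, cut at about 34% in these data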;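 note: 0% = IFN-gamma with DMSO and 100% = IFN-gamma with 300 µM nifuroxazide; values of inactives mirror those of a sister screen read the other way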
* marks the source's active call; other numbers are inactive results; / = no result given.

structure,PPARg SRC-1 ag,bIAP activator,PPARg SRC3 recr,STAT3 inh,STAT3 activator,PPARg SRC2 recr,bIAP inh,TR-FRET SRC-2 ct,ROMK mod,TNAP act hiacc,STAT1 inh
Cc1cccc(NC(=O)CCNC(=O)c2ccco2)c1,3,1,0,0,103,9,-3,1583,/,1,-10
CC1=C(/C=C/C(C)=N\NC(=O)c2ccncc2)C(C)(C)CCC1,5,1.3,-4,6,97,-5,-32,1394,-0.48,1,-5
COc1ccc(NC(=O)C2CCN(S(=O)(=O)c3cccc4cccnc34)CC2)cc1OC,3,1,2,3,98,3,1,1691,/,1,3
CCOC(=O)C1=C(C)NC(C)=C(C(=O)OCC)C1c1sccc1C,-6,0.9,-2,7,101,-11,5,1532,-5.3*,1,-4
COC(=O)Nc1ccc(S(=O)(=O)N2CCCC(C(=O)NC3CCS(=O)(=O)C3)C2)cc1 (stereo unspecified),0,0.8,3,-5,105,4,24,1522,/,1,-11
O=C(NCCCc1ccccc1)c1ccccc1,-6,0.9,2,-8,111,4,10,1550,/,1,-32
O=C(CN1CCCCC1)N1N=C(c2cccs2)CC1c1cccs1 (stereo unspecified),14,1.1,2,11,95,9,-12,1646,-1,1,9
Cc1ccc(CNC(=O)CSCc2ccccc2F)cc1,-2,1.1,-1,14,95,9,-6,1806,-0.61,1.1,-6
O=CN1CCN(C(C(=O)NC2CCCC2)c2cc3c(cc2[N+](=O)[O-])OCO3)CC1 (stereo unspecified),1,1,2,7,100,-7,-2,1332,-0.69,1,-5
COc1ccc(-c2csc(N(CC3CCCO3)C(=O)c3ccco3)n2)cc1 (stereo unspecified),-4,0.9,10,21,87,5,12,1476,/,1,-5
O=S(=O)(c1ccc(N2CCN(S(=O)(=O)c3ccccc3)CC2)nc1)N1CCCC1,-1,1,1,0,101,-8,0,1670,0.24,1,9
COc1cc(OC)c(OC)cc1/C=N/N(C)c1ccccc1,5,1,5,26,84,9,4,1706,/,1,4
Cc1cc(C)n(-c2nnc(N3CCN(c4ccccc4)CC3)nn2)n1,-8,1,-1,8,95,-9,4,1386,0.54,1,-6
CC(=O)Nc1nc(C=C(Cl)Cl)cs1,15,0.9,8,6,98,12,10,1669,/,1,3
S=C(Nc1cccc(Cl)c1)Nc1ccccc1Oc1ccccc1,9,0.8,4,22,90,3,16,1599,/,1,15
COc1ccc(O[C@H]2C=C[C@@H](c3ccccc3)O[C@@H]2COC(=O)CC/C(C)=N/OC[C@@H](O)COCc2ccco2)cc1,-3,1.2,-1,-12,108,-7,-18,1382,-2.2,1,-4
Cc1nn(-c2ncc(C(F)(F)F)cc2Cl)c(=O)n1-c1cccc(F)c1,2,1.1,1,8,97,5,-6,1709,0.33,1,2
CCc1ccc(N(C(=O)c2csnn2)C(C(=O)NC(C)(C)CC)c2cccnc2)cc1 (stereo unspecified),-3,1,1,2,104,0,4,1525,0.23,1,1
Cc1cc(Cl)ccc1OCC(=O)NCCOc1nc(N2CCCCC2)nc(N2CCOCC2)n1,-1,1,2,-1,101,2,3,1690,-0.95,1,12
O=C(NCC1CCCO1)c1ccc(NC(=O)C2CC=CCC2C(=O)O)cc1 (stereo unspecified),-9,1,0,4,96,-6,3,1478,/,1,6
COc1cc(C(=O)NCc2nnc(SCC(=O)Nc3cc(C)on3)o2)cc(OC)c1OC,-2,1.1,0,-2,106,4,-11,1331,0.099,1,-2
Cc1cnc(C(=O)Nc2ccccc2C(=O)N2CCOCC2)cn1,3,1,5,6,100,6,3,1678,/,1,8
O=C(CSc1ncn[nH]1)CSc1ncn[nH]1,4,1.3,-1,0,101,3,-33,1481,1.1,1,-2
COc1ccc(-c2cc(-c3nnc(COC(=O)c4ccc(O)cc4)o3)c3ccccc3n2)cc1OC,-7,1.1,-4,10,98,3,-8,1448,0.19,1,-2
NC(=O)c1ccc(-c2ncc(-c3ccccc3)o2)cc1,10,0.9,5,54*,55,3,10,1644,/,1,32
CN(CCO)c1nc(N)c2c(N)nc3c(c2c1C#N)CC(=O)N3C1CCCC1,9,1.1,7,5,99,15,-14,1751,/,1,-6
O=C(Cc1ccc(Br)cc1)NC1CCSC1=O (stereo unspecified),-6,0.5,4,12,100,-15,/,1559,0.087,0.9,0
CCN(CC)C(=O)C(=O)Nc1ccc(F)c(Cl)c1,-2,0.9,-4,-17,113,-1,9,1325,-0.25,1,-23
CC(Oc1ccccc1F)C(=O)NNC(=O)c1cc2ccccc2o1 (stereo unspecified),9,1.6,-1,3,102,0,-56,1498,-0.095,1,-8
Cc1nnc(SCC(=O)NCc2ccc(F)cc2)[nH]c1=O,5,1,0,2,100,1,-3,1684,0.43,1,-3

2 compounds from above with just PPARg SRC-1 ag, STAT3 inh and ROMK mod.
| structure | PPARg SRC-1 ag | STAT3 inh | ROMK mod |
| --- | --- | --- | --- |
| CC(Oc1ccccc1F)C(=O)NNC(=O)c1cc2ccccc2o1 (stereo unspecified) | 9 | 3 | -0.095 |
| Cc1nnc(SCC(=O)NCc2ccc(F)cc2)[nH]c1=O | 5 | 2 | 0.43 |

Going on with the list:
structure,PPARg SRC-1 ag,bIAP activator,PPARg SRC3 recr,STAT3 inh,STAT3 activator,PPARg SRC2 recr,bIAP inh,TR-FRET SRC-2 ct,ROMK mod,TNAP act hiacc,STAT1 inh
Cc1ccc(SCc2cn3c(C)csc3n2)cc1,0,1,-16,54*,55,7,4,1546,/,1,-28
COC(=O)C1=C(CSc2nc3ccccc3s2)NC(=O)NC1c1ccc(F)cc1 (stereo unspecified),-6,1,-4,-30,130,-4,4,1337,0.74,1,1
CC(=O)Nc1ccccc1NS(=O)(=O)c1cccc([N+](=O)[O-])c1,0,0.9,6,11,96,3,11,1595,-0.048,1,2
O=C(NCCCN1CCOCC1)c1cn(-c2ccccc2)nc1-c1cccs1,-4,1.1,-1,-6,102,-7,-6,1374,2.1,1,-4
COc1ccc(OC)c(N2Cc3cc(C)c(C)cc3C2)c1,1,0.9,11,-4,106,9,6,1533,/,1,-3
Cc1c(C(=O)N2CCN(c3ccc(C(F)(F)F)cn3)CC2)oc2ccccc12,4,0.9,0,0,103,1,5,1550,/,1.1,-7
O=c1cc(-c2ccccc2)c2cc3c(cc2[nH]1)OCCO3,5,1,5,-1,108,-2,3,1452,0.38,1,-1
CC(NC(=O)C(=O)N/N=C/c1ccccc1)c1ccccc1 (stereo unspecified),3,1.1,6,4,99,5,-6,1508,-1.9,1.1,5
Cc1occc1C(=O)N1CCN(C(c2ccccc2)c2ccccc2)CC1,4,1.1,-7,1,103,2,-7,1487,-1.9,0.9,-1
Cc1oc2ccc(O)c(CN3CCOCC3)c2c1C(C)O (stereo unspecified),1,1,7,0,102,3,2,1533,0.42,1,1
COCCCNC(=O)c1ccc(NS(C)(=O)=O)cc1,3,1,7,-4,106,2,-1,1628,/,1,4
Cc1ccc2nc3c(c(C(=O)OCC(=O)NC4CCS(=O)(=O)C4)c2c1)CCCC3 (stereo unspecified),-1,1.1,3,4,99,-3,-12,1497,0.41,1,-5
O=C(Nc1ccccc1C(=O)NC(Cc1ccccc1)C(=O)NC1CCCCCC1)c1ccccc1 (stereo unspecified),1,1.1,3,-2,102,9,-6,1796,/,1.2,2
Cc1ccc(S(=O)(=O)NC2=C(N3CCN(c4ccccc4F)CC3)C(=O)c3ccccc3C2=O)cc1,6,0.9,9,16,87,5,12,1443,/,1,-24
Cc1ccc(NC(=O)c2cncc(Br)c2)c([N+](=O)[O-])c1,2,0.9,3,26,81,3,6,1794,0.55,1,-10
CCOC(=O)N1CCN(C(=O)c2ccc(S(=O)(=O)NCc3ccco3)cc2)CC1,0,1.1,-4,7,101,2,-13,1461,0.3,1,11
O=C(NCc1ccccc1)c1ccc2c(c1)OCCO2,-1,1.1,-2,10,97,2,-6,1403,/,1.1,8
NS(=O)(=O)c1cccc(NC(=O)COC(=O)CCSc2ccccc2)c1,3,1,2,-2,100,-7,4,1645,-0.57,1,-2
CC(C(=O)Nc1ccccc1C(=O)N1CCOCC1)N(c1ccc(Cl)cc1)S(C)(=O)=O (stereo unspecified),2,1,-1,10,101,-9,-2,1572,-0.47,1,-2
CCC1(c2ccccc2)NC(=S)N(c2cccc(C)c2C)N1 (stereo unspecified),9,1.1,11,10,94,7,-8,1699,0.68,1,-2
CCN(C(=O)CN1CCN(S(=O)(=O)c2ccccc2C(F)(F)F)CC1)c1c(N)n(Cc2ccccc2)c(=O)[nH]c1=O,9,0.9,1,8,100,9,6,1450,1.1,1.1,-4
CN(C)c1nc(Oc2ccc(=O)[nH]n2)nc(N2CCCCC2)n1,-3,1,-8,10,94,7,-1,1573,0.06,1,0
Cc1c(N2C(=O)c3ccc(Br)cc3C2=O)c(=O)n(-c2ccccc2)n1C,-3,0.9,2,1,100,-10,5,1515,/,1,-1
COC(=O)CC(NC(=O)c1ccc(C)cc1)c1ccccc1 (stereo unspecified),-2,1,1,5,103,6,2,1445,/,1,-9
Cn1cc([N+](=O)[O-])c(C(=O)Nc2nccs2)n1,4,1,-1,24,82,-2,1,1411,0,1.1,0
COC(=O)C1=C(C)C(c2cccs2)NC(=O)N1C (stereo unspecified),-5,0.9,-6,5,95,-3,6,1399,/,1,5
Cc1ccc(C2SCC(=O)N2Cc2cn3ccsc3n2)o1 (stereo unspecified),10,1.1,-2,-1,105,-1,-7,1663,/,1.1,3
Cc1ccc(S(=O)(=O)NCCN2CCOCC2)cc1C,6,1,-2,2,104,1,4,1479,/,1,3
COC(=O)CCC/C=C1/SCC(NC(=O)c2ccccc2)C1=O (stereo unspecified),5,1.2,0,1,97,1,-18,1449,0.17,1,5
CCOC(=O)c1cc(=O)n(Cc2ccccc2C)c2ccccc12,2,1,8,-4,104,8,2,1550,-0.9,1,3

Screening data deposited in PubChem by several laboratories.
